Compound activity: PubChem BioAssay, several laboratories
PKA-R1A activ: activators of PKA-R1A holoenzyme, primary screen, biochemical, fluorescence polarization, Cy5-IP20, bovine R1A, mouse PKAc. cAMP-dependent protein kinase type I-alpha regulatory subunit (Bos taurus) + …. PKA-R1A dissociation; scaled: DMSO 0%, 113 µM cGMP 100%. activation, % at 11.4 µM. hit rate 0.083% among 340,000. AID 504707, 2011;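 active = percent activation above the mean of all tested compounds plus 3 SD, cut at about 19% in these data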;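 note: higher means more PKAc released from R1A so a rise in polarization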
Tat export inh: E. coli Tat export inhibitors, primary screen, MC4100, TorA-mCherry reporter, fluorescence, single point; hit rate 0.036% among 340,000; AID 488895, 2010; inhibition, % at 10 µM;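 active = mean replicate inhibition at least 50% and at least half of replicates individually reaching 50%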;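 note: exported cargo escapes ClpAP degradation while cytoplasmic cargo is degraded and loses fluorescence; 0% = median of neutral control wells and 100% = median of NaSCN control wells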
Mot1-301 SUMO: yeast Mot1-301 growth rescue at high temperature, primary screen, SUMOylation pathway inhibitor project, S. cerevisiae, ATP luminescence, 38.5C; hit rate 1% among 320,000; growth rescue, % at 18.8 µM; AID 2716, 2010; S. cerevisiae Mot1-301 growth rescue; percent above DMSO median, 100 means doubled;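 active = every valid replicate shows activation above 250% relative to neutral control wells; inactive = the rest, any valid replicate at or below 250%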;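 note: OY570 slx delta 5 strain wells were the positive control but not used for scaling; some compounds called inactive have numbers as strong as hits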
PKA-R2B act: activators of PKA-R2B holoenzyme, primary screen, biochemical, fluorescence polarization, Cy5-IP20, human; cAMP-dependent protein kinase catalytic subunit beta (Homo sapiens) + cAMP-dependent …; PKA-R2B holoenzyme dissociation; R2B truncated from residue 108, S112A mutant; 0% DMSO only, 100% 113 µM cGMP; activation, % at 11.4 µM; hit rate 0.079% among 340,000;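 active = activation above a cutoff set at the mean over all compounds plus 3 SD, cut at about 18% in these data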;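 note: higher means more holoenzyme dissociation and a rise in polarization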
Target sequence (P31323 whole entry, looked up, other chains not shown, the tested form may be a part): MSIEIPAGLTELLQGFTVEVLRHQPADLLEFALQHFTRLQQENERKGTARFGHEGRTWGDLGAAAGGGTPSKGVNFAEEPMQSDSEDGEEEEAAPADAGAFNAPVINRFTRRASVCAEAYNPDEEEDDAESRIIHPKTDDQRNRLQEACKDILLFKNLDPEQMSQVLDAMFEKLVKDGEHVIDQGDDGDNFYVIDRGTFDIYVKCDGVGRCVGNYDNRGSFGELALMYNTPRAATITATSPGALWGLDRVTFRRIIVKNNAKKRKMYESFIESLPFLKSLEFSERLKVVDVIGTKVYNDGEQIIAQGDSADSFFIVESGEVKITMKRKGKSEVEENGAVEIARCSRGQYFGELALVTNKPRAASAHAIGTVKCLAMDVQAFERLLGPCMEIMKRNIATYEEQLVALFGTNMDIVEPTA
phage Ecoli inh: growth loss of phage-infected E. coli, primary screen, RecBCD inhibitor project, absorbance, with phage, HTS | inhibition, % at 11.9 µM | hit rate 0.26% among 360,000; in the data active = inhibition above about 11%
OPRM1-OPRD1 inv: inverse agonists of MOR-DOR heterodimerization, primary screen, cell-based, luminescence; Mu-type opioid receptor (Homo sapiens) + Delta-type opioid receptor (Homo sapiens), …; cell-based MOR-DOR heterodimer luminescence, inverse agonism; inhibition, % at 9.3 µM; hit rate 0.21% among 340,000; in the data active = inhibition above about 22%, passing the limit was not always enough;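 note: 0% = cells with DMSO and 100% = wells without cells with DMSO; values of inactives mirror those of a sister screen read the other way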
MOR-DOR ag: agonists of OPRM1-OPRD1 heterodimerization, primary screen, cell-based, luminescence. Mu-type opioid receptor (Homo sapiens) + Delta-type opioid receptor (Homo sapiens), …. cells. activation, % at 9.3 µM. hit rate 0.3% among 340,000. AID 504326, 2011; in the data active = activation above about 18%;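 note: 0% = vehicle-treated cells and 100% = reference agonist; values of inactives mirror those of a sister screen read the other way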
HTR5A inv ctr: HTR5A inverse agonists in luminescence cell assay, primary screen, counter-screen for OPRM1-OPRD1 heterodimer inverse agonist project, full-deck HTS. HTR5A cell line, inverse agonism. inhibition, % at 9.3 µM. hit rate 0.083% among 340,000; in the data active = inhibition mostly above about 23%, no sharp cut-off; inactive = mostly below about 18%;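 note: 0% = cells with DMSO and 100% = no-cell wells with DMSO; some compounds called inactive have numbers as strong as hits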
Target sequence (P47898 whole entry, looked up): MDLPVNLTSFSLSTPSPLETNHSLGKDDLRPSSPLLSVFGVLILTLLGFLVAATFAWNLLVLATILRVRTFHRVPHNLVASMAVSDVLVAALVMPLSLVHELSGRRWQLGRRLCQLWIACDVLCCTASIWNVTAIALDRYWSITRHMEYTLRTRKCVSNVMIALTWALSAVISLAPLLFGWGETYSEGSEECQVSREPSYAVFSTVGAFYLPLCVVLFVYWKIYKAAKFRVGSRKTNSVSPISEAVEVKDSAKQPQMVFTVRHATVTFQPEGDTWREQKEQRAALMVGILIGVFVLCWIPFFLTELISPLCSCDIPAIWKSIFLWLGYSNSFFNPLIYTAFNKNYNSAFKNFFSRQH
PfHsp90 yeast 2: growth inhibition of PfHsp90-expressing yeast, primary screen, antimalarial PfHsp90 inhibitor project, S. cerevisiae, BacTiter-Glo luminescence, single point, set 2; hit rate 0.32% among 310,000; inhibition, % at 9.4 µM; BacTiter-Glo ATP, 48 h; yeast lacking PDR1 and PDR3 efflux regulators;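 active = every replicate shows inhibition above about 80%, whatever the replicate mean, limit read from the data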;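 note: 0% = DMSO neutral controls and 100% = 20 µM radicicol positive controls; yeast relying on Plasmodium falciparum Hsp90 in place of its own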
Ecoli viability: E. coli V3065 growth inhibition, primary screen, counter-screen for AddAB inhibitor project, absorbance, OD600; 18 h; inhibition, % at 11.9 µM; hit rate 0.27% among 330,000;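 active = inhibition above the campaign's mean inhibition across all tested compounds plus 3 SD, cut at about 9.9% in these data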;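 note: uninfected addAB+ strain grown without phage in ampicillin broth; 0% = DMSO wells and 100% = ciprofloxacin 0.95 µg/ml wells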
AddAB inh: growth inhibition of E. coli expressing H. pylori AddAB, primary screen, AddAB inhibitor project, absorbance | hit rate 0.29% among 330,000 | inhibition, % at 11.9 µM; in the data active = inhibition above about 12%;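 note: 0% = vehicle wells of infected cells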
* = called active by the depositor; . = not tested or not shown; + = active, no number. Compounds as they come (roughly 2.2% active in at least one column).

SMILES	PKA-R1A activ	Tat export inh	Mot1-301 SUMO	PKA-R2B act	phage Ecoli inh	OPRM1-OPRD1 inv	MOR-DOR ag	HTR5A inv ctr	PfHsp90 yeast 2	Ecoli viability	AddAB inh
CC(NC(=O)/C(C#N)=C1\N=C(NC(=O)c2cccs2)c2ccccc21)c1ccccc1 (stereo unspecified)	13	-2	-1	-2	1.8	3	-0.5	0	5	-0.3	1.6
COc1cccc(NC(=O)Cc2nnc(SCC(=O)NC(C)c3ccccc3)n2C)c1 (stereo unspecified)	-2	3	-8	-4	2.0	13	-2.7	8	.	-1.7	6.7
COc1ccc(NC(=O)CCN2CCN(S(=O)(=O)c3ccc(Br)cc3)CC2)cc1	0	-2	4	-4	5.7	4	-0.8	-2	0	-0.8	4.9
O=C(O)/C=C/C(=O)Nc1cc(F)ccc1F	-13	2	12	-17	2.3	13	-2.6	10	3	0.1	1.0
Cc1c(C(=O)OCC(=O)NC(=O)NC2CCCCC2)cccc1[N+](=O)[O-]	-2	-3	37	-1	2.5	-28	5.7	-25	13	0.1	-0.9
Cn1c(=O)c2cc3c(nc2n(C)c1=O)CC(c1ccccc1)CC3=O (stereo unspecified)	-17	-3	-5	3	2.9	22	-4.5	1	-17	1.6	2.1
O=C(Nc1ncc2c(n1)-c1ccccc1OC2)c1ccccc1Cl	2	-2	-23	-7	0.7	10	-1.9	-7	.	0.3	1.4
CCOc1ccc(S(=O)(=O)N2CCOCC2)cc1NC(=O)CSCc1c(C)noc1C	-12	-3	9	-11	1.7	-13	2.0	-4	22	-2.1	-1.4
O=C(NCCc1c[nH]c2ccccc12)c1ccc([N+](=O)[O-])cc1	6	-4	63	-11	3.9	-24	4.9	7	15	-1.0	2.2
COc1cccc(CN2CCN(CCc3ccccc3)C(CCO)C2)c1OC (stereo unspecified)	6	1	29	1	3.3	-14	1.9	-5	-13	-3.3	1.5
CCCNC(=O)c1ccc(N2CCC3(CC2)CC(c2cccc(Br)c2)=NO3)c(NC(=O)c2ccccc2)c1	0	1	3	-5	0.0	14	-2.5	-18	.	0.3	-0.3
CC(C)OCCCNC(=O)c1ccncc1	-4	-5	10	3	2.9	-1	0.2	-6	10	-1.9	0.5
Cc1ccc(C(=O)N/C(=C\c2cccs2)C(=O)NCCc2ccccn2)cc1C	-6	-10	114	1	4.5	14	-2.7	-10	-3	2.4	-1.6
COc1ccccc1-n1c(SCC(=O)Nc2cc(C)on2)nc2c(c1=O)SCC2	-1	1	-10	2	4.7	2	-0.3	8	-8	1.9	1.4
O=C(O)C(C(=O)Oc1ccccc1)C(C(=O)O)C(=O)Oc1ccccc1 (stereo unspecified)	-1	-6	-4	-13	2.6	13	-3.3	16	7	-4.2	0.8

Of the compounds above, two contain two or more sulfur atoms.
SMILES	PKA-R1A activ	Tat export inh	Mot1-301 SUMO	PKA-R2B act	phage Ecoli inh	OPRM1-OPRD1 inv	MOR-DOR ag	HTR5A inv ctr	PfHsp90 yeast 2	Ecoli viability	AddAB inh
CCOc1ccc(S(=O)(=O)N2CCOCC2)cc1NC(=O)CSCc1c(C)noc1C	-12	-3	9	-11	1.7	-13	2.0	-4	22	-2.1	-1.4
COc1ccccc1-n1c(SCC(=O)Nc2cc(C)on2)nc2c(c1=O)SCC2	-1	1	-10	2	4.7	2	-0.3	8	-8	1.9	1.4

Later entries.
SMILES	PKA-R1A activ	Tat export inh	Mot1-301 SUMO	PKA-R2B act	phage Ecoli inh	OPRM1-OPRD1 inv	MOR-DOR ag	HTR5A inv ctr	PfHsp90 yeast 2	Ecoli viability	AddAB inh
COC(=O)C(CCSC)NC(=O)c1cc2c(n(-c3ccccc3)c1=O)CC(C)(C)CC2=O (stereo unspecified)	15	-3	-18	-4	3.8	10	-2.3	11	-13	3.1	3.4
COc1ccc(NC(=O)NNC(=O)c2cc3ccccc3cc2O)cc1	17	-6	-18	2	9.0	8	-1.9	5	-33	10*	12
CCOC(=O)c1ccc(N2CCN(c3ccccc3F)CC2)c(NC(=O)Nc2cccc(OC)c2)c1	-17	1	-4	-8	5.9	7	-1.4	0	-5	-0.4	-2.7
Cc1ccccc1SCC(=O)OCC(=O)NCCNC(=O)COC(=O)CSc1ccccc1C	-19	12	-2	-6	0.1	6	-0.9	8	17	0.1	-0.8
O=C(O/N=C(\c1ccccc1)c1ccccn1)c1cccc2ccccc12	4	0	33	1	1.8	-9	1.8	-97	29	1.5	2.8
COc1ccc(Br)cc1C1CC(=O)N2CN(Cc3ccccc3)CSC2=C1C#N (stereo unspecified)	-4	7	-14	17	0.9	-3	0.5	20	0	-2.2	-1.1
Cc1ccc(NC(CNS(=O)(=O)c2ccc(Cl)cc2)c2ccccc2)cc1 (stereo unspecified)	-1	21	6	-15	2.3	-43	10	-4	-51	-0.8	4.8
Cc1cc(C)c(S(=O)(=O)Nc2ccc3[nH]c(=O)[nH]c3c2)c(C)c1	-3	6	7	1	2.8	1	-0.2	-8	-13	4.2	1.8
COc1cc2ccccc2cc1C(=O)N/N=C/c1cccnc1	-7	-1	-7	-2	1.5	-4	0.8	12	19	1.3	1.2
O=C(CN1C(=O)NC2(CCCC2)C1=O)Nc1ccc(OC(F)(F)F)cc1	3	2	9	-6	2.7	-2	0.2	-5	8	-0.3	1.5
Fc1cccc(/C=N/N=C/c2cccc(F)c2)c1	-3	-17	-27	5	5.8	2	-0.4	-6	7	2.5	3.5
CC/C(=N\O)c1c(O)c2c(n(-c3ccccc3)c1=O)CCCC2	-5	-4	-4	-6	0.6	17	-2.8	9	-33	-1.8	0.7
COc1ccc(OC)c(S(=O)(=O)N2CCN(Cc3ccccc3)CC2)c1	9	-7	-19	-3	0.2	13	-2.7	11	-6	0.2	2.0
CN(Cc1ccccc1)c1ccc(C(CC(N)=O)NC(=O)c2ccccc2)cc1[N+](=O)[O-] (stereo unspecified)	3	-8	11	3	3.3	11	-1.9	-2	-2	0.8	-0.2
Clc1ccc(OCCCc2nc(-c3ccncc3)no2)c(Cl)c1	-14	5	50	-3	1.3	-11	2.1	-15	49	-2.5	-1.5
Cc1ccccc1C(=O)Nc1ccc(C(=O)N/N=C/c2ccccn2)cc1	-4	-3	2	11	0.4	18	-3.3	7	-44	0.3	0.5
Nc1nnc(SCC(=O)Nc2cccc(S(=O)(=O)N3CCOCC3)c2)s1	3	0	89	8	1.5	19	-2.9	-12	.	-2.1	1.3
CC12CCCC(CC(=O)O)(C1)NC(=O)C2 (stereo unspecified)	-13	5	.	-3	1.6	13	-2.6	-3	6	.	.
O=C(COC(=O)c1ccc(Cl)cc1O)Nc1cccnc1Cl	6	0	-7	0	4.0	-9	1.3	-9	14	-0.9	5.0
CCOc1ccc(/C=N/NC(=O)c2[nH]ncc2Br)c(O)c1	-5	-1	-15	7	2.0	9	-1.9	-1	6	-2.1	1.3
CC1CCc2cc(F)ccc2N1C(=O)CSc1nnc2c(n1)[nH]c1ccccc12 (stereo unspecified)	3	-2	9	4	4.2	-23	5.0	-16	-4	-0.3	2.2
CC(=O)c1ccc(NS(=O)(=O)c2ccc(N/C=C/C(=O)c3ccc(F)cc3)cc2)cc1	-6	-2	-6	-2	1.9	-14	2.7	20	-21	-0.9	3.1
COc1cccc(NC(=O)N2CCCC(C(=O)NC3CCCCC3C)C2)c1 (stereo unspecified)	0	-5	0	-4	2.3	5	-0.9	-4	17	-2.3	2.4
O=C(O)c1ccc(/C=N/NC(=O)c2cc(-c3ccc4c5c(cccc35)CC4)n[nH]2)cc1	3	3	+	-12	6.0	-9	1.3	-6	28	-1.6	-2.7
CC(=O)NC(CCCCNC(=S)NC1CCCCC1)C(=O)O (stereo unspecified)	-4	1	-1	12	3.1	15	-3.1	-5	42	-0.1	1.9
CCC(C(=O)NC1CCCCCC1)n1nc(C)n2c(cc3occc32)c1=O (stereo unspecified)	-4	-1	4	-11	1.3	2	-0.4	1	9	0.4	3.6
O=C(COc1ccc2c3c(c(=O)oc2c1)CCC3)Nc1ccc(CN2CCOCC2)cc1	-3	1	11	-6	-2.9	-19	3.5	-5	14	-0.2	-0.1
COc1ccccc1C(CNC(=O)c1cccc(S(=O)(=O)Nc2ccc(C)cc2)c1)N(C)C (stereo unspecified)	-9	6	209	-2	0.7	5	-1.2	13	48	1.3	-0.6
Cc1cc(SCC(=O)OCC(=O)c2c(N)n(C)c(=O)n(C)c2=O)c(C)cc1Br	-1	-2	-17	-4	2.1	-17	3.7	0	8	-1.1	-0.7
Cc1[nH][nH]c(=O)c1C	-2	-12	-4	-8	1.5	18	-3.2	7	3	1.5	1.0
Cc1ccccc1NC(=S)NC1(C)CCS(=O)(=O)C1 (stereo unspecified)	-12	0	6	-2	1.7	12	-2.3	6	23	0.5	2.9
CCC(C(=O)Nc1ccccc1Cl)n1nc(C)c2c(C)n(-c3ccccc3)nc2c1=O (stereo unspecified)	-2	-9	24	6	0.5	9	-1.8	-42	21	-0.9	1.9
Cc1cc(NC(=O)CN2C(=O)NC(C)(CCc3ccccc3)C2=O)no1 (stereo unspecified)	-4	-1	13	0	1.1	4	-0.7	13	-1	-1.7	-3.3

Entries of single compounds, quoted from the list. Order of values: PKA-R1A activ | Tat export inh | Mot1-301 SUMO | PKA-R2B act | phage Ecoli inh | OPRM1-OPRD1 inv | MOR-DOR ag | HTR5A inv ctr | PfHsp90 yeast 2 | Ecoli viability | AddAB inh
Record of `COc1cccc(NC(=O)N2CCCC(C(=O)NC3CCCCC3C)C2)c1` (stereo unspecified) → 0 | -5 | 0 | -4 | 2.3 | 5 | -0.9 | -4 | 17 | -2.3 | 2.4
Record of `Cc1cc(NC(=O)CN2C(=O)NC(C)(CCc3ccccc3)C2=O)no1` (stereo unspecified) → -4 | -1 | 13 | 0 | 1.1 | 4 | -0.7 | 13 | -1 | -1.7 | -3.3

In the list so far, these have a cyano group.
SMILES	PKA-R1A activ	Tat export inh	Mot1-301 SUMO	PKA-R2B act	phage Ecoli inh	OPRM1-OPRD1 inv	MOR-DOR ag	HTR5A inv ctr	PfHsp90 yeast 2	Ecoli viability	AddAB inh
CC(NC(=O)/C(C#N)=C1\N=C(NC(=O)c2cccs2)c2ccccc21)c1ccccc1 (stereo unspecified)	13	-2	-1	-2	1.8	3	-0.5	0	5	-0.3	1.6
COc1ccc(Br)cc1C1CC(=O)N2CN(Cc3ccccc3)CSC2=C1C#N (stereo unspecified)	-4	7	-14	17	0.9	-3	0.5	20	0	-2.2	-1.1
